TEAD-YAP block = TEAD-YAP interaction inhibition; HEK-TIYL cells, TEAD-Gal4/YAP UAS-luciferase luminescence; inhibition, % at 9.12 µM; hit rate 1.4% among 640,000; AID 1259422; in the data active = inhibition above about 32%;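 also: 0% = median of test compound wells and 100% = reference inhibitor wells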
FBW7 activator = human FBW7 E3 ligase activation, primary screen; normalized activity (activation), % at 26.1 µM; hit rate 0.13% among 650,000; AID 1259310; Q969H0; AlphaScreen FBW7–phospho-cyclin E peptide binding, activator screen; in the data active = normalized activity above about 1.9%;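 also: purified mutant Fbw7 with reduced substrate affinity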
MITF primary = human MITF inhibition, primary screen. O75030. hit rate 0.91% among 650,000. AID 1259374. AlphaScreen MITF homodimerization, bead proximity signal. inhibition, % at 2.6 µM; in the data active = inhibition above about 50%;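 also: 0% = vehicle wells with protein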
Target sequence (O75030 whole entry, looked up): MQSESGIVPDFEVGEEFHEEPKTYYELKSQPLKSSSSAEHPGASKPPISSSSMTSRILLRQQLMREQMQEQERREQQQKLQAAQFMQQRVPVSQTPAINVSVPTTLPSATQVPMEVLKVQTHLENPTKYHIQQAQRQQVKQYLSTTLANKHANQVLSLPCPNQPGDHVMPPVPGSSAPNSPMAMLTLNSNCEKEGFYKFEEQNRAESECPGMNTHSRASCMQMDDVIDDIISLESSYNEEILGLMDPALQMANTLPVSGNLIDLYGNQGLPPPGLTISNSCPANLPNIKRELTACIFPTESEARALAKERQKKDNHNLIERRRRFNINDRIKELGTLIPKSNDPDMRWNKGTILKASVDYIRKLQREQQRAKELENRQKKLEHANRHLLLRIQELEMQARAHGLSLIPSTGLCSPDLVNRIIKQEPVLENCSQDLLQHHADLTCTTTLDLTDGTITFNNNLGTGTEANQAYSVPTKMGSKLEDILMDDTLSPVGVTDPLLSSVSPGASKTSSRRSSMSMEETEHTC
GPR151 ag = human GPR151 activation; Q8TDV0; PathHunter beta-arrestin GPR151 cells, luminescence; activation, % at 11.2 µM; hit rate 1% among 650,000; AID 1508602; in the data active = activation above about 4.9%;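 also: 0% = median of compound wells and 100% = cells with positive control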
Target sequence (Q8TDV0 whole entry, looked up): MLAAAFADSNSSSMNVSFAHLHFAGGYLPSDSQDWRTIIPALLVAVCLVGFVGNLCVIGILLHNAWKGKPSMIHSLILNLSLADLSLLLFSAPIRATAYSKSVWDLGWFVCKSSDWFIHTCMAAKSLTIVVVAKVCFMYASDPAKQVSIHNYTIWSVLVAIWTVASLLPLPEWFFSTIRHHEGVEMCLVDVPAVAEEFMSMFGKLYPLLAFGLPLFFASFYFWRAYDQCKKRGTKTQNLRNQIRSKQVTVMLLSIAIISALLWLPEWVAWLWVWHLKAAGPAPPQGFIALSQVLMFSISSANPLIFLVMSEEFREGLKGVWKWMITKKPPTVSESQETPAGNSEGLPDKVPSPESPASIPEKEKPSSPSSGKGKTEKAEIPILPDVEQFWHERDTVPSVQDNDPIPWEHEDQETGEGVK
Starred values were filed as active, the others as inactive.

SMILES	TEAD-YAP block	FBW7 activator	MITF primary	GPR151 ag
O=C(Nc1nnc(S(=O)(=O)NCc2ccccc2)s1)c1cccc([N+](=O)[O-])c1	5	0.1	1	0.3
O=C(Cc1cc(-c2ccccc2)n[nH]1)Nc1ccccc1	-6	1.1	15	-1.2
COc1ccc(CSc2nncn2N)cc1	-6	0.1	20	-1.5
CCCCSCCCNC(=O)c1ccc(CS(=O)(=O)c2ccccc2OC)o1	8	-0.1	8	0.7
Cc1sc2ncn(CC(=O)Nc3ccc(C(C)C)cc3)c(=O)c2c1S(=O)(=O)N1CCOCC1	-9	0.0	12	0.0
COc1ccc(Cl)cc1NC(=O)COC(=O)c1cccnc1	1	0.4	13	-0.7
CC(=O)Nc1ccc(NC(=O)CSc2nnc3scc(-c4ccc(F)cc4)n23)cc1	4	-0.1	13	1.2
NNC(=O)C1C2CCCCC21 (stereo not drawn)	-12	-0.4	-7	-1.3
O=S(=O)(c1ccc(Cl)cc1)c1nc(-c2cccs2)oc1N1CCOCC1	-11	-0.4	-4	-0.8
COc1ccc(C2c3[nH]c4ccccc4c3CCN2Cc2ncc[nH]2)c(F)c1 (stereo not drawn)	10	-0.2	-6	1.7
CC(C)(C)c1ccc(-c2nc3cc(NC(=O)c4ccccc4I)ccc3o2)cc1	3	0.0	5	-0.3
CCNC(=O)C1CCN(c2nnc(N3CCCC3=O)s2)CC1	-4	0.0	4	-1.2
COc1cccc(C(c2ccccn2)N(C)C(=O)C2CCN(C(=O)C3CC3)CC2)c1 (stereo not drawn)	3	-0.1	-2	0.8
COc1cc(C2NC(=O)NC(C)=C2C(=O)OC(C)C)cc([N+](=O)[O-])c1O (stereo not drawn)	3	-0.1	1	-0.1
CC1CCc2c(sc3nc(C4CC4)nc(SCC(=O)NNC(=O)C(C)C)c23)C1 (stereo not drawn)	-2	0.2	10	-0.8
CC(C)(C)P(=NC(=S)Nc1nccs1)(c1ccccc1)N1CCOCC1 (stereo not drawn)	-7	0.0	-4	0.7
COc1ccc(C2=N/C(=C/N(C)C)C(=O)O2)cc1	-42	0.0	-5	-1.7
COc1ccc(/C(=N\C(N)=S)Nc2ccccc2)cc1	-2	-0.1	-5	0.4
CCCCCCc1cc2c(=O)c(-c3ccccc3)coc2cc1OC	3	0.0	11	-0.6
CNC(=O)COc1ccc(Br)c(C)c1	-15	-0.2	-8	3.2
OCCn1c(SC2CCCCC2)nc2ccccc21	-29	0.0	18	-1.3
COc1ccc2nc3c(cc2c1)c(N)nn3C(=O)c1cc(OC)c(OC)c(OC)c1	62*	-0.1	0	0.3
CC12CCC(C(=O)Nc3cccnc3)(CC1=O)C2(C)C (stereo not drawn)	3	0.1	12	1.4
CSc1ccc(NC(=O)C2CC23CCN(Cc2coc4ccccc4c2=O)CC3)cc1 (stereo not drawn)	3	0.0	-18	0.3
CN(C)S(=O)(=O)NCC1CCCN(Cc2cnn(-c3cccc(F)c3)c2)C1 (stereo not drawn)	-3	-0.2	-8	-1.4
SMILES	TEAD-YAP block	FBW7 activator	MITF primary	GPR151 ag
CN(CC(=O)NCCC1=CCCCC1)S(=O)(=O)c1ccc2c(c1)n(C)c(=O)c(=O)n2C	-6	0.0	5	0.3
O=[N+]([O-])c1c(Nc2ccccc2)cc(N2CCCCC2)c2nonc12	4	0.0	-8	1.2
CC[n+]1c(-c2ccc(C)cc2)csc1Nc1c(C)n(C)n(-c2ccccc2)c1=O	13	-0.1	-5	0.1
COc1cc(C2NC(=O)C(C)S2)cc(OC)c1OC (stereo not drawn)	6	0.0	7	-0.6
Cc1ccccc1NC(=O)Nc1ccccc1C(=O)NCc1ccccc1	-2	0.2	15	-0.2
COc1cccc(NC(=O)/C(=C\c2ccncc2)NC(=O)c2ccccc2)c1	10	-0.1	13	0.2
C=CCn1c2cc(C)oc2c2cnn(C(C)C(N)=O)c(=O)c21 (stereo not drawn)	5	0.0	11	-0.9
COc1ccc(-c2ccc(=O)n(CC(=O)Nc3cc(OC)c(OC)c(OC)c3)n2)cc1	7	0.1	5	1.8
COc1ccc(N2CCN(c3c(C)c(C)nc4ncnn34)CC2)cc1	2	0.2	11	-0.2
CC1(C)CC(=O)C2=C(C1)N(c1cc(C(F)(F)F)ccc1Cl)C(N)=C(C#N)C2c1ccc(Br)cc1 (stereo not drawn)	-9	0.3	14	-0.3
CC(C)(C)c1ccc(C(=O)Nc2cccc(NC(=O)c3cccc4ccccc34)c2)cc1	-45	0.0	14	0.2
CC1CCC(N2CC(=O)N(C3CCCC3)C(c3ccc(F)cc3)C2=O)CC1 (stereo not drawn)	0	0.7	17	2.3
O=C(Nc1ccc(Br)cn1)c1ccc(Cl)cc1[N+](=O)[O-]	-42	-0.2	3	-1.4
COC(=O)c1cc(C(=O)Nc2ccc(Br)cc2F)cc([N+](=O)[O-])c1	-14	-0.2	-6	-0.4
CCOC(=O)c1[nH]c2ccc(OC)cc2c1-n1cccc1	-8	-0.2	7	-0.4
CCn1c(SCc2cc(=O)n3cc(Cl)ccc3n2)nc2ccsc2c1=O	-4	0.1	6	0.2
O=C(NCc1nnc(SC/C=C/c2ccccc2)o1)c1ccco1	-10	0.0	11	0.3
O=C(N/N=C/c1cccnc1)c1ccc(Cl)cc1	-2	0.0	16	2.1
Cc1ccc(Cl)cc1NC(=O)CN(c1ccc2c(c1)OCO2)S(C)(=O)=O	-3	0.0	10	0.8
COCCn1nnnc1C(c1cc2ccc(C)c(C)c2[nH]c1=O)N1CCN(C)CC1 (stereo not drawn)	8	0.0	12	1.8
CC(Nc1cc(-c2ccncc2)nc(-c2ccncc2)n1)c1ccccc1 (stereo not drawn)	-9	0.1	11	-0.4
COc1ccc(NC(=O)CSc2nncn2C)cc1OC	-2	0.2	1	2.7
CCC(C)(C)NC(=O)CN(C(=O)c1snc(C(N)=O)c1N)c1ccc(C)cc1	3	0.2	5	0.0
C=CCN(CC=C)S(=O)(=O)c1ccc(C(=O)N2CCN(C(=O)c3ccc(S(=O)(=O)N(CC=C)CC=C)cc3)CC2)cc1	-7	0.3	2	-0.7
Cc1ccccc1OCC(=O)Nc1cccc(NC(=O)COc2ccccc2C)n1	-4	0.2	13	-0.3

Complete entries from above. Order of screens: TEAD-YAP block	FBW7 activator	MITF primary	GPR151 ag
Profile of `COc1ccc(C2c3[nH]c4ccccc4c3CCN2Cc2ncc[nH]2)c(F)c1` (stereo not drawn) = 10	-0.2	-6	1.7
Profile of `O=C(Nc1nnc(S(=O)(=O)NCc2ccccc2)s1)c1cccc([N+](=O)[O-])c1` = 5	0.1	1	0.3
Profile of `COc1ccc(/C(=N\C(N)=S)Nc2ccccc2)cc1` = -2	-0.1	-5	0.4
Profile of `O=C(N/N=C/c1cccnc1)c1ccc(Cl)cc1` = -2	0.0	16	2.1
Profile of `Cc1sc2ncn(CC(=O)Nc3ccc(C(C)C)cc3)c(=O)c2c1S(=O)(=O)N1CCOCC1` = -9	0.0	12	0.0

Next part
SMILES	TEAD-YAP block	FBW7 activator	MITF primary	GPR151 ag
COc1ccc(CC(=O)NCC2CCCN(Cc3cccc(C)n3)C2)cc1 (stereo not drawn)	-4	-0.2	0	-0.1
Cn1c(=O)c2c(n(C)c1=O)n(CC(=O)NC(C)(C)C)c(=O)n2C	-13	-0.1	-16	0.9
COc1ccc(S(=O)(=O)N(CC(=O)N2CCCCC2)Cc2ccccc2)cc1OC	7	0.7	6	2.5
COC(=O)c1cc(NC(=O)c2sc3ncn(Cc4ccccc4F)c(=O)c3c2C)cc(C(=O)OC)c1	-12	0.0	-3	-0.7
O=C(Nc1ccc2c(c1)OCCO2)c1ccccc1NC(=S)NCCN1CCOCC1	73*	-0.1	-7	-7.6
COc1ccc(C2C3=C(CCCC3=O)NC3=C2C(=O)CCC3)cc1	8	0.2	12	-0.1
Cc1c(C(=O)N2CCN(Cc3ccccc3)CC2)sc2ncn(C)c(=O)c12	-4	-0.2	-7	-0.2
COc1cccc(/C=N/NC(=O)c2ccccc2C)c1O	-6	0.1	3	-0.9
CC(=O)c1cccc(NC(=O)CSCc2ccccc2)c1	-41	0.1	12	0.4
O=C(Cn1c(=O)oc2cc(S(=O)(=O)N3CCc4ccccc43)ccc21)NC1CCCC1	9	0.1	-7	7.5*
COc1ccc(N2CCN(c3ccc(N)cc3C#N)CC2)cc1	21	0.2	9	0.2
CC(=O)Nc1cccc(NC(=O)CSc2nc3cccnc3n2C)c1	1	1.0	8	-0.9
COc1cc(C(=O)NCCSc2c(C)[nH]c3ccccc23)cc(OC)c1OC	2	0.0	-2	1.2
CCC(=O)Nc1ccc(S(=O)(=O)NC(C)=O)cc1	6	-0.1	-6	-0.8
CCOC(=O)C1CCN(S(=O)(=O)c2c(C)n[nH]c2C)CC1	0	0.0	-4	0.7
CC(C)c1ccc(N(CC(=O)NC(C)(C)C)C(=O)CCC(=O)Nc2nccs2)cc1	0	-0.1	7	3.9
O=C(Nc1ccc(Br)cc1F)NC1CC(=O)N(c2ccccc2)C1 (stereo not drawn)	13	0.4	-2	0.5
Fc1ccc(C2CC(c3cccs3)=NN2c2nc(-c3ccc(Cl)cc3)cs2)cc1 (stereo not drawn)	-22	0.7	19	3.9
COC(=O)CN1C(=O)Nc2ccc(Br)cc2C1c1ccccc1Cl (stereo not drawn)	1	0.2	2	15*
CCC(O)(c1ccc(OC)cc1)C(CN1CCOCC1)c1ccccc1 (stereo not drawn)	-5	0.1	-2	-0.1
Cc1nc(NNC(=O)c2ccc(Cl)cc2)cc(-c2ccccc2)n1	4	-0.1	-7	-1.1
COC1C(O)CC(OC2CC(Oc3cc4cc5c(c(O)c4c(O)c3C)C(=O)[C@@H](OC3CC(OC4CC(OC6CC(C)(O)C(C)C(C)O6)C(O)C(C)O4)C(O)C(C)O3)[C@H]([C@H](OC)C(=O)[C@@H](O)[C@@H](C)O)C5)OC(C)C2OC(C)=O)OC1C (stereo partly drawn)	96*	-0.4	3	-1.5
CC1(C)CC(NC(=S)Nc2ccccc2Cl)CC(C)(C)N1	-6	-0.1	1	0.0
Cc1c(-c2nc(-c3ccc(NC(=O)c4cccs4)cc3)no2)cccc1[N+](=O)[O-]	-63	0.0	0	0.1
Cc1ccc(-c2[nH]c3ccccc3c2C(C[N+](=O)[O-])c2ccco2)cc1 (stereo not drawn)	10	0.0	19	0.3

7 compounds from above, showing only FBW7 activator, MITF primary and TEAD-YAP block:
structure	FBW7 activator	MITF primary	TEAD-YAP block
O=[N+]([O-])c1c(Nc2ccccc2)cc(N2CCCCC2)c2nonc12	0.0	-8	4
Cc1c(C(=O)N2CCN(Cc3ccccc3)CC2)sc2ncn(C)c(=O)c12	-0.2	-7	-4
COc1ccc(Cl)cc1NC(=O)COC(=O)c1cccnc1	0.4	13	1
COc1ccc(NC(=O)CSc2nncn2C)cc1OC	0.2	1	-2
CC1(C)CC(=O)C2=C(C1)N(c1cc(C(F)(F)F)ccc1Cl)C(N)=C(C#N)C2c1ccc(Br)cc1 (stereo not drawn)	0.3	14	-9
COc1ccc(C2C3=C(CCCC3=O)NC3=C2C(=O)CCC3)cc1	0.2	12	8
CCn1c(SCc2cc(=O)n3cc(Cl)ccc3n2)nc2ccsc2c1=O	0.1	6	-4

Next section:
SMILES	TEAD-YAP block	FBW7 activator	MITF primary	GPR151 ag
O=C(CSc1nc2ccsc2c(=O)n1Cc1ccccc1F)N1CCCC1	-1	-0.3	3	1.2
O=S(=O)(c1cccs1)N1CCc2nc(-c3ccccn3)nc(N3CCOCC3)c2C1	1	-0.3	15	0.2
COc1cc(NS(=O)(=O)c2ccc(N=Cc3c(O)n(-c4ccc(Cl)cc4)c(=O)[nH]c3=O)cc2)nc(OC)n1	13	-0.1	9	0.2
Fc1ccccc1CN(C(=S)Nc1ccc(Oc2ccccc2)cc1)C1CCCCC1	-4	-0.2	2	-0.7
O=C(NCc1cccnc1)C(=O)NCc1ccco1	4	-0.1	6	2.2
COc1ccc(N2CCN(C(=O)CCSc3ccccc3)CC2)cc1	-21	-0.1	2	0.0
CCOc1ccc(S(=O)(=O)Nc2c(C)cccc2C)c2cccnc12	-3	-0.1	-1	0.0
O=C(Cc1ccccc1)Nc1nn2c(COc3ccccc3)nnc2s1	6	0.4	2	-0.8
O=C(/C=C/c1ccc(S(=O)(=O)N2CCOCC2)cc1)NCCO	6	0.1	24	-0.7
CCCCOc1ccc2nsnc2c1Cl	-3	0.1	23	1.8
Fc1ccccc1C1C=C(c2cccs2)Nc2ncnn21 (stereo not drawn)	4	-0.1	11	-0.2
Cc1ccc(N2C(=O)CSC23C(=O)Nc2ccc(Br)cc23)cc1 (stereo not drawn)	11	-0.1	1	0.7
O=C(N/N=C/c1cc(Br)ccc1O)c1cccc(F)c1	-16	0.1	20	0.8
O=C(Nc1ccc(-c2cn3ccccc3n2)cc1)c1ccccc1[N+](=O)[O-]	-12	-0.2	17	-1.1
O=C(NCc1ccccc1F)c1csc2ccccc12	-16	0.0	3	-0.3
O=C1CCCN1CCn1cnc2c(NC3CCN(Cc4ccccc4)CC3)nc(Cl)nc21	-7	-0.1	-2	1.6
Oc1ccc(CCNc2nc(-c3csc4ccccc34)nc3c2ncn3C2CCCCC2)cc1	-2	0.0	-4	0.3
O=C(CC1Oc2ccccc2NC1=O)NCCCN1CCCC1=O (stereo not drawn)	-9	0.0	3	3.8
CCCCc1c(C)c2ccc3oc(C(=O)c4ccc(OC)cc4)c(C)c3c2oc1=O	-4	-0.3	-7	0.2
CC(=O)c1c(C)[nH]c(C(=O)NCCc2ccc(Cl)cc2)c1C	-8	-0.4	-7	0.5
COc1ccc([N+](=O)[O-])cc1-c1ccc(C=O)o1	0	-0.1	-1	2.1
CC(C)OC(=O)C(C(=O)C(F)(F)F)c1cc(NS(=O)(=O)c2ccc(Cl)cc2)ccc1O (stereo not drawn)	-5	0.3	11	0.1
COc1cc2c(cc1OC)C(C(=O)O)C(c1cc(OC)c(OC)c(OC)c1)N(C)C2=O (stereo not drawn)	-6	0.0	16	0.3

Source: PubChem BioAssay (The Scripps Research Institute Molecular Screening Center)
